# Spn MK inh = blocks S. pneumoniae mevalonate kinase; purified MK, PK/LDH-coupled NADH absorbance 340 nm; inhibition, % at 10 µM; hit rate 0.48% among 65,000;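 active = ranked among the strongest by inhibition in the single 10 µM screen, a fixed top-ranked set picked for dose follow-up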; note: no value below 0 was filed
# DPM-DC inhibit = blocks S. pneumoniae diphosphomevalonate decarboxylase; purified DPM-DC, PK/LDH coupled NADH fluorescence; calls only at 10 µM; hit rate 0.49% among 65,000;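 active = the 320 compounds with the highest percent inhibition in the single-dose primary screen, excluding strongly autofluorescent ones, cut at about 32% in these data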;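 note: kinetic rate of NADH fluorescence loss reporting ADP formed by the decarboxylase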
# Bfl-1 displacement = displacement of Bid BH3 peptide from Bfl-1 – biochemical, fluorescence polarization, FITC-Bid, mouse, primary screen (AID 432). FITC-Bid BH3 peptide fluorescence polarization displacement; higher % means a stronger effect. displacement, % at 20 µM; hits with a dose series show IC50 in µM. hit rate 0.02% among 64,000; in the data active = a potency from the dose series; inactive = the rest, 99 in 100 with displacement below about 15%; note: strong numbers were not always called active
# LYP inhibition = LYP phosphatase inhibitors, primary screen, biochemical, DiFMUP fluorescence, recombinant catalytic domain, 10 µM (AID 606); recombinant LYP catalytic domain, DiFMUP fluorescence; higher % means a stronger effect; inhibition, % at 10 µM, or IC50 in µM where a hit was titrated; 52,000 tested, under 10 active;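 active = IC50 under 40 µM in the dose-response test; inactive = IC50 of 40 µM or more, or never dose-tested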
# Alkaline phosphatase = inhibition of tissue-nonspecific alkaline phosphatase – biochemical, luminescent (AID 518); hit rate 0.09% among 64,000; one-dose inhibition, % at 20 µM; IC50 in µM for titrated hits; purified TNAP enzyme, luminescent substrate readout; higher % means a stronger effect; in the data active = a potency from the dose series; inactive = the rest, 99 in 100 with inhibition below about 22%;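 note: plate controls were vehicle for no effect and reference inhibitor for full effect; many of its hits are not listed in these tables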
# KRASV12 cytotoxicity = viability loss of HPDE-C7K cells – cell-based, fluorescence, HTS, primary screen (AID 431); HPDE-C7K KRASV12 cells, Alamar Blue viability, 48 h; higher % means a stronger effect; cytotoxicity, % at 10 µM, or EC50 in µM where a hit was titrated; hit rate 1.7% among 63,000;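 active = compounds whose percent cytotoxicity in the single-dose primary screen, scaled between solvent and toxic-drug controls, exceeds 50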;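 note: 0% = DMSO solvent wells and 100% = doxorubicin-treated wells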
# HT1080 cytotoxicity = HT1080 cell viability loss – fluorescence readout (AID 620); HT1080 viability, fluorescence; higher % means a stronger effect; cytotoxicity, % at 10 µM, or EC50 in µM where a hit was titrated; hit rate 0.42% among 87,000;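 note: cells exposed to compound overnight then 4 h with Alamar Blue; 0% = vehicle DMSO and 100% = killing control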
# Spn PMK inh = inhibitors of Streptococcus pneumoniae phosphomevalonate kinase; inhibition, % at 10 µM; hit rate 0.49% among 65,000; purified PMK, PK/LDH-coupled NADH absorbance 340 nm;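 active = top-ranked compounds by inhibition in the single 10 µM screen, taking a fixed number of the strongest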;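 note: 0% = full reaction with DMSO carrier and 100% = background rate without enzyme reaction; no value below 0 was filed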
# HPDE-C7 viability = cytotoxicity in HPDE-C7 cells, cell-based, fluorescence, HTS (AID 430); HPDE-C7 pancreatic duct cells viability, fluorescence; higher % means a stronger effect; cytotoxicity, % at 10 µM, or EC50 in µM where a hit was titrated; hit rate 1.8% among 63,000;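 note: cells exposed to compound for 48 hours before viability readout; 0% = vehicle and 100% = reference cytotoxic drug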
# Spn PMK inh pilot replicates = further read-out of Spn PMK inh, marked with its call; inhibition, %; measured here: pilot screen replicates
# Spn MK inh pilot replicates = recorded beside Spn MK inh, whose call it bears; inhibition, %; measured here: pilot screen replicates
# DPM-DC inhibit pilot screen % = further read-out of DPM-DC inhibit, marked with its call; inhibition, %; measured here: pilot screen trials
# Starred values were filed as active, the others as inactive; i = inactive; . = not tested or not shown; + = active, no number; & = joins results of further samples. Cut-off read from the data, not from the text of the source, unless noted: active = cytotoxicity above about 50%; inactive = the rest. This is a subset (hit frequency here may not be typical).
SMILES,Spn MK inh,DPM-DC inhibit,Bfl-1 displacement,LYP inhibition,Alkaline phosphatase,KRASV12 cytotoxicity,HT1080 cytotoxicity,Spn PMK inh,HPDE-C7 viability,others
O=c1[nH]c(=O)n(Cc2ccco2)c(O)c1C=NCc1cccs1,13,i,-3%,.,7%,-4%,.,9,-14%,
CCCCn1c(O)c(C=NCCCN(CC)CC)c(=O)[nH]c1=O,3,i,-6%,-5%,9%,7%,-8%,0,20%,
CN(C)C(=O)Oc1ccc(C(=O)c2ccccc2)cc1,7,i,-14%,8%,-2%,2%,-9%,4,7%,
N=Cc1c(O)n(-c2cccc(Cl)c2)c(=O)[nH]c1=O,2,i,2%,11%,7%,0%,-3%,4,3%,
Oc1cc2c(cc1CN1CCN(c3ccccc3)CC1)CCC2,0,i,-5%,-1%,11%,8%,5%,0,9%,
COc1ccc(NC(=O)CN2C3CCC2CC(O)(c2cccnc2)C3)cc1OC (stereo not given),5,i,7%,6%,5%,-3%,14%,9,5%,
O=C(C1c2ccccc2C(=O)N2CCc3ccccc3C12)N1CCC2(CC1)OCCO2 (stereo not given),1,i,4%,21%,10%,1%,30%,12,5%,
COC(=O)c1c(N)n(Cc2ccc(OC)cc2)c2nc3ccccc3nc12,5,.,-2%,8%,13%,.,3%,1,.,
CN(C)[C@@H]1C(=O)C(C(N)=O)=C(O)[C@@]2(O)C(=O)C3=C(O)c4c(O)ccc(Cl)c4[C@@](C)(O)C3C[C@@H]12 (stereo not given in full),7,i,3%,16%,12%,1%,.,4,14%,Spn PMK inh pilot replicates=1.0;Spn MK inh pilot replicates=0.0;DPM-DC inhibit pilot screen %=1.0
O=C(Cn1ncc2c3ccccc3n(Cc3cccc(Cl)c3)c2c1=O)N1CCC2(CC1)OCCO2,1,i,-14%,7%,3%,11%,-2%,17,33%,
O=C(C1CCCN(S(=O)(=O)c2cccc3nsnc23)C1)N1CCC2(CC1)OCCO2 (stereo not given),0,i,-2%,-5%,13%,-15%,1%,0,-19%,Spn PMK inh pilot replicates=3.5;Spn MK inh pilot replicates=0.0;DPM-DC inhibit pilot screen %=0.0
O=c1c2ccccc2[se]n1-c1ccccc1,72*,+,-2%,12%,12%,1%,-4%,100*,-11%,Spn PMK inh pilot replicates=95*;DPM-DC inhibit pilot screen %=94*

# Overlap with the part before: 3 compounds, followed by the next part.
SMILES,Spn MK inh,DPM-DC inhibit,Bfl-1 displacement,LYP inhibition,Alkaline phosphatase,KRASV12 cytotoxicity,HT1080 cytotoxicity,Spn PMK inh,HPDE-C7 viability,others
O=C(Cn1ncc2c3ccccc3n(Cc3cccc(Cl)c3)c2c1=O)N1CCC2(CC1)OCCO2,1,i,-14%,7%,3%,11%,-2%,17,33%,
O=C(C1CCCN(S(=O)(=O)c2cccc3nsnc23)C1)N1CCC2(CC1)OCCO2 (stereo not given),0,i,-2%,-5%,13%,-15%,1%,0,-19%,Spn PMK inh pilot replicates=3.5;Spn MK inh pilot replicates=0.0;DPM-DC inhibit pilot screen %=0.0
O=c1c2ccccc2[se]n1-c1ccccc1,72*,+,-2%,12%,12%,1%,-4%,100*,-11%,Spn PMK inh pilot replicates=95*;DPM-DC inhibit pilot screen %=94*
C=CCn1c(O)c(C(C)=Nc2ccc(N(CC)CC)cc2)c(=O)[nH]c1=O,4,i,-9%,1%,26%,6%,6%,1,-4%,Spn PMK inh pilot replicates=0.0;Spn MK inh pilot replicates=3.0;DPM-DC inhibit pilot screen %=1.5
CC1(C)CSC(Nc2ccc(F)c(Cl)c2)=N1,10,i,0%,.,1%,2%,0%,0,-5%,
O=C(c1csc2c1CCCCC2)N1CCC2(CC1)OCCO2,4,i,4%,7%,-2%,-10%,-3%,15,8%,
CC(=NCCCN1CCCCC1)c1c(O)n(Cc2ccccc2)c(=O)[nH]c1=O,2,i,-9%,.,7%,9%,-6%,11,-6%,
CN1CSC(=S)N(C)C1,10,i,-2%,.,10%,10%,.,1,40%,
CC12CN3C(O)C(C)(C1)CC(C)(C2)C3O (stereo not given),10,i,-9%,.,10%,-2%,4%,5,-3%,
Cc1nc2cc(C(=O)N3CCC4(CC3)OCCO4)ccc2n1-c1ccc(Br)cc1,0,i,.,.,.,.,-2%,16,.,
O=C(CN1C(=O)CCSc2ccccc21)N1CCC2(CC1)OCCO2,13,i,3%,9%,-2%,-18%,-6%,11,-18%,
O=C(Cn1cnc2sc3c(c2c1=O)CCCC3)NCCC(=O)N1CCC2(CC1)OCCO2,4,i,-1%,2%,6%,.,-2%,0,.,
CCOP(=O)(C#CC(C)(C)C)C1(O)CCCCC1 (stereo not given),1,i,-5%,.,15%,.,2%,1,.,
O=C1OCCC1NC1=NCCC1 (stereo not given),0,i,3%,-11%,10%,1%,-11%,2,1%,Spn PMK inh pilot replicates=0.0;Spn MK inh pilot replicates=0.0;DPM-DC inhibit pilot screen %=0.0
CN(CC1COc2ccccc2O1)c1nc(-c2cccnc2)nc2ccccc12 (stereo not given),1,i,-5%,-8%,11%,20%,6%,7,10%,

# Not a retest: entries from further up.
SMILES,Spn MK inh,DPM-DC inhibit,Bfl-1 displacement,LYP inhibition,Alkaline phosphatase,KRASV12 cytotoxicity,HT1080 cytotoxicity,Spn PMK inh,HPDE-C7 viability,others
O=c1[nH]c(=O)n(Cc2ccco2)c(O)c1C=NCc1cccs1,13,i,-3%,.,7%,-4%,.,9,-14%,
CCCCn1c(O)c(C=NCCCN(CC)CC)c(=O)[nH]c1=O,3,i,-6%,-5%,9%,7%,-8%,0,20%,

# (list continues)
SMILES,Spn MK inh,DPM-DC inhibit,Bfl-1 displacement,LYP inhibition,Alkaline phosphatase,KRASV12 cytotoxicity,HT1080 cytotoxicity,Spn PMK inh,HPDE-C7 viability,others
C=COCCn1c(C)c(C(=O)OCC)c2cc(O)ccc21,7,i,-3%,.,8%,-32%,14%,8,-18%,
C[N+]1(C)CCc2cc3c(cc2[C@H]1[C@@H]1OC(=O)c2c1ccc1c2OCO1)OCO3,8,i,0%,.,0%,-3%,-2%,0,8%,Spn PMK inh pilot replicates=2.5;Spn MK inh pilot replicates=29;DPM-DC inhibit pilot screen %=0.5
CCn1nc(-c2cccs2)nc2c(=O)n(C)c(=O)nc1-2,63*,+,7%,7%,8%,127%*,.,11,114%*,
CN(C)P(=NC(=S)c1cccn1C)(N(C)C)N(C)C,14,i,12%,19%,11%,-6%,5%,0,-15%,
CN1C(=O)CN=C(c2ccc(Cl)cc2)c2cc(Cl)ccc21,6,i,8%,6%,20%,0%,-1%,9,0%,Spn PMK inh pilot replicates=0.0;Spn MK inh pilot replicates=0.0;DPM-DC inhibit pilot screen %=0.0
Cc1ccc(CC2C(=O)N(C)C(=O)N(C)C2=O)s1,11,i,-1%,4%,18%,13%,-7%,10,0%,Spn PMK inh pilot replicates=3.0;Spn MK inh pilot replicates=0.0;DPM-DC inhibit pilot screen %=0.0
C=CCn1c(O)c(C(=O)CCCCCC)c(=O)[nH]c1=O,3,i,-10%,13%,1%,-17%,18%,4,-27%,
CCOC(=O)C(C)Oc1cc(C)cc2oc(=O)c3c(c12)CCCC3 (stereo not given),7,.,-3%,.,5%,-14%,7%,0,-36%,
c1ccc2c(c1)CNc1ccccc1O2,11,i,-1%,8%,15%,-3%,-7%,7,-6%,
CN(C)P(=O)(C(Cl)=C(N1CCCCC1)N1CCCCC1)N(C)C,6,i,1%,9%,11%,-8%,-22%,8,3%,
CCCCNC(=O)c1c(N)n(CCCOC)c2nc3ccccc3nc12,3,.,1%,0%,10%,47%,-12%,0,24%,Spn PMK inh pilot replicates=0.0;Spn MK inh pilot replicates=0.0
Cc1ccc(-c2nc(CS(=O)CC(=O)N3CCC4(CC3)OCCO4)c(C)o2)cc1 (stereo not given),3,i,0%,-1%,13%,-1%,-7%,0,2%,Spn PMK inh pilot replicates=4.0;Spn MK inh pilot replicates=0.0;DPM-DC inhibit pilot screen %=0.0
O=C(CCN1CCOCC1)NCC(=O)Nc1ccc(Br)cc1C(=O)c1ccccc1,5,i,-5%,4%,-3%,0%,0%,6,2%,
O=C(c1cc(S(=O)(=O)N2CCOCC2)ccc1F)N1CCC2(CC1)OCCO2,0,i,3%,3%,1%,3%,1%,11,-6%,
CCC(=O)c1cn(Cc2ccccc2C#N)c2ccccc12,0,i,0%,.,3%,-29%,-3%,7,-13%,
COc1ccc(C(=O)N2CCCC2=O)cc1,14&6,i,0%,.,11%,-29%,.,11&0,3%,Spn PMK inh pilot replicates=2.0;Spn MK inh pilot replicates=1.0;DPM-DC inhibit pilot screen %=0.0
CSC(=Nc1ccccc1)c1c(O)n(C)c(=O)n(C)c1=O,14,i,6%,21%,20%,5%,14%,15,-2%,
Cn1c(O)c(C=NCCOc2ccc(Cl)cc2)c(=O)n(C)c1=O,6,i,4%,.,8%,-12%,1%,15,-14%,
CCOC(=O)N(c1ccccc1)P1(=S)OCC(C)O1 (stereo not given),2,i,-3%,.,5%,-2%,.,5,-10%,
CCOC(=O)c1[nH]c(C)c(C(=O)N2CCC3(CC2)OCCO3)c1C,0,i,-3%,-7%,9%,13%,2%,10,6%,
S=C(c1ccc(Cl)cc1)N1CCOCC1,6,i,-4%,-13%,9%,-12%,-4%,0,-14%,
CN(C)CP(=O)(O)CN(C)C=O,13,i,-14%,2%,10%,.,-16%,13,.,
O=C(Cc1ccccc1)OCCN1CCCCC1,9,i,-2%,10%,6%,8%,4%,12,1%,
COc1cc2c(cc1OC)-c1c(OC)c(OC)cc3c1C(C2)N(C)CC3 (stereo not given),7,i,7%,.,-1%,8%,4%,3,3%,
[O-][n+]1onc2c1CCC1N(O)CCC21O (stereo not given),0,i,0%,2%,7%,9%,-1%,0,-7%,
CC1(C)N(O)C2CCCCC2N1O (stereo not given),4,i,-8%,.,12%,-27%,1%,4,-30%,
O=C(c1ccco1)C12CN3CN(CN(C3)C1)C2,5,i,-7%,.,14%,-3%,0%,0,6%,
COc1cccc(-n2nc(C(=O)N3CCC4(CC3)OCCO4)c3ccccc3c2=O)c1,0,i,-1%,11%,-1%,-10%,27%,6,-5%,
O=c1[nH]c(=O)n(Cc2ccc(F)cc2)c(O)c1C=NCc1cccnc1,7,i,-5%,13%,4%,.,-5%,9,.,

# Looked up one by one from the entries so far, 5 records:
SMILES,Spn MK inh,DPM-DC inhibit,Bfl-1 displacement,LYP inhibition,Alkaline phosphatase,KRASV12 cytotoxicity,HT1080 cytotoxicity,Spn PMK inh,HPDE-C7 viability,others
CC1(C)N(O)C2CCCCC2N1O (stereo not given),4,i,-8%,.,12%,-27%,1%,4,-30%,
O=c1[nH]c(=O)n(Cc2ccc(F)cc2)c(O)c1C=NCc1cccnc1,7,i,-5%,13%,4%,.,-5%,9,.,
O=C(c1ccco1)C12CN3CN(CN(C3)C1)C2,5,i,-7%,.,14%,-3%,0%,0,6%,
COc1cccc(-n2nc(C(=O)N3CCC4(CC3)OCCO4)c3ccccc3c2=O)c1,0,i,-1%,11%,-1%,-10%,27%,6,-5%,
[O-][n+]1onc2c1CCC1N(O)CCC21O (stereo not given),0,i,0%,2%,7%,9%,-1%,0,-7%,

# Compound activity from PubChem BioAssay.
